PPARg SRC1 recr: agonists of human PPARgamma SRC-1 coactivator recruitment | P37231 | PPARgamma-SRC-1 coactivator recruitment biochemical assay | activation, % at 8 µM | 200,000 compounds, 0.41% hits | AID 631; in the data active = activation above about 19%;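 note: 0% = DMSO and 100% = reference agonist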
TR-FRET SRC-2 ct: counter-screen for PPARgamma SRC-2 recruitment agonists: TR-FRET artefact. AID 1049. 200,000 compounds, 0.4% hits. TR-FRET ratio at 8 µM. hits give high values; in the data active = TR-FRET ratio above about 2000; note: inactives centre near 1500; reference of the scale not given here
PPARg SRC3 recr: promotes SRC-3 coactivator recruitment by human PPARgamma; 200,000 compounds, 0.26% hits; AID 731; P37231; activation, % at 8 µM; biochemical PPARgamma/SRC-3 coactivator recruitment assay; in the data active = activation above about 23%;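 note: 0% = DMSO and 100% = reference agonist; some compounds past the cut are filed as inactive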
DTT redox prof: compounds producing H2O2 with reducing agent – biochemical, NIH compound library profiling, artefact control for MLSCN library redox annotation, primary screen | DTT-dependent redox cycling H2O2, phenol red/HRP absorbance; 100% = 100 µM peroxide control, 0% = buffer | activation, % at 10 µM | 200,000 compounds, 0.03% hits | AID 878;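 active = activation of at least 50% relative to the plate's high and low controls in the primary single-dose screen; inactive = activation below 50%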;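 note: compound incubated with DTT at 0.8 mM final as the reducing agent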
HMGR II inh: E. faecalis class II HMG-CoA reductase inhibition; purified E. faecalis HMGR, NADPH absorbance 340 nm kinetic; inhibition, % at 10 µM; 190,000 compounds, 0.41% hits;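 active = inhibition above a set limit, the median over all tested compounds plus 3 SD, cut at about 9.5% in these data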;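 note: enzyme runs in reverse so mevalonate oxidation gives rising NADPH absorbance; 0% = complete reaction with DMSO and 100% = background rate lacking mevalonate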
ROMK primary: modulators of human ROMK potassium channel. B-score at 10 µM. Tet-inducible ROMK, thallium flux fluorescence; actives lie on both sides. 130,000 compounds, 2% hits. P48048;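 active = signal ratio slope over the read window, or its plate-corrected B-score, at least 3 SD from the plate mean, either direction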;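 note: B-score of the F/F0 ratio slope over 7 to 12 s after thallium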
Target sequence (P48048 whole entry, looked up): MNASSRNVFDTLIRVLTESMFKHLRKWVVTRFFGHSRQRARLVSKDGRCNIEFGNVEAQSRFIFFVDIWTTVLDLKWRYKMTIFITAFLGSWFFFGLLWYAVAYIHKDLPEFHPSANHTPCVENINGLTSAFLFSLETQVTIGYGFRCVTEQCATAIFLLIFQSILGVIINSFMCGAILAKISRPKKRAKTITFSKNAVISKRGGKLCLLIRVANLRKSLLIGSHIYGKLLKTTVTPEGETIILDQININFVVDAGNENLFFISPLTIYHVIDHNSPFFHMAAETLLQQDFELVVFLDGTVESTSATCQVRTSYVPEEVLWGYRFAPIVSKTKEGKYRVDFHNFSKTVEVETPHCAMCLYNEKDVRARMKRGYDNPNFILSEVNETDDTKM
S1P3 antagonist: antagonists of human S1P3 receptor | CHO S1P3 NFAT-BLA reporter, FRET fluorescence, antagonist mode | Q99500 | inhibition, % at 4.98 µM | 170,000 compounds, 0.27% hits;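 active = inhibition above the plate cutoff, the mean inhibition of test wells on that plate plus 3 SD, cut at about 28% in these data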;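 note: cells challenged with S1P at its EC80 of 0.8 µM; blue over green emission ratio from cleaved BLA substrate after 4 h stimulation; 0% = S1P-stimulated wells and 100% = unstimulated DMSO-only wells; some compounds past the cut are filed as inactive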
Target sequence (Q99500 whole entry, looked up): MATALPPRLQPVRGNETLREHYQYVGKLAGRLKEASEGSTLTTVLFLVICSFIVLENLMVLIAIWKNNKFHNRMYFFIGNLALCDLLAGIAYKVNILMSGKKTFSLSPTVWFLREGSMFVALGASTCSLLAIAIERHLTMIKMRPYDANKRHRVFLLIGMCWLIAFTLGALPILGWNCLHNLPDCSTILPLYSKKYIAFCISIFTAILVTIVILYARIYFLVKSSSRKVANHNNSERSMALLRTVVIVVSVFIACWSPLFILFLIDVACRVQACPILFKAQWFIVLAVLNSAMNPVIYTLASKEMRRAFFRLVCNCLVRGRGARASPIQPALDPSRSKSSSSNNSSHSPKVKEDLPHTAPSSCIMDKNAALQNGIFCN
RAM network inh: blocks the yeast RAM network | S. cerevisiae dse1pr::URA3 reporter, 5-FOA growth OD615, 2 d; analog-sensitive cbk1-as2 kinase mutant strain | inhibition, % at 50 µM | 190,000 compounds, 1.8% hits | AID 868;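 active = inhibition above a set limit, 3 SD over mean compound inhibition, cut at about 8.4% in these data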;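 note: 0% = DMSO-only wells with no growth and 100% = 10 µM 1-NA-PP1 full growth; inhibition rescues growth on 5-FOA so higher OD means more RAM inhibition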
PPARg SRC-2 ag: agonists of SRC-2 recruitment by human PPARgamma | PPARgamma LBD-SRC-2 recruitment, biochemical | 200,000 compounds, 0.34% hits | activation, % at 8 µM | AID 1032; in the data active = activation above about 22%;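 note: 0% = vehicle and 100% = reference agonist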
Lmaj promast: Leishmania major promastigote growth inhibition. Leishmania major promastigotes, resazurin fluorescence viability. inhibition, % at 10 µM. 200,000 compounds, 9% hits. AID 1063; in the data active = inhibition above about 50%;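 note: promastigotes grown with compound for 44 hours at 28 °C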
bIAP inh: intestinal alkaline phosphatase (bovine) inhibition | purified bovine IAP, CDP-star luminescence, 30 min | inhibition, % at 20 µM | AID 1019 | 190,000 tested, under 10 active;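 active = over 50% inhibition of intestinal alkaline phosphatase at 20 µM in the single-dose screen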
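System: purified bovine intestinal alkaline phosphatase (IAP) enzyme; Input: IAP diluted 1/65,000,000 in the well; Measured by: CDP-star luminescence signal; Compound dosing: 20 µM single dose; Incubation: 30 min reaction at room temperature.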
Active calls of the source: *; . = no result given; & = joins results of further samples. No enrichment for hits; any-hit rate near 13%.

Structure	PPARg SRC1 recr	TR-FRET SRC-2 ct	PPARg SRC3 recr	DTT redox prof	HMGR II inh	ROMK primary	S1P3 antagonist	RAM network inh	PPARg SRC-2 ag	Lmaj promast	bIAP inh
COc1ccc2c(c1)CCc1sc(NC(=O)c3ccc(C)cc3)nc1-2	6	1733	5	0.5	-7	.	.	4.1	-2	2	9
O=C1NC(=Nc2ccc3ccccc3c2)S/C1=C/c1ccco1	5	1776	0	-2.5	1	2.6*	-4	5.5	5	-6	-6
Cn1c(N)c(C(=O)COC(=O)/C=C/c2ccc(OC(F)F)cc2)c(=O)n(C)c1=O	3	1726	2	-0.4	-2	-0.14	-24	6.3	-13	-10	3
O=C(NCc1ccccn1)C1CC(c2ccc(Cl)c(Cl)c2)=NO1 (stereo not drawn)	7	1662	11	0.0	1	.	.	0.8	2	-2	12
COc1ccc(N(C(=O)c2ccc(Cl)cc2)C2=CC3CCC(C2)N3C)cc1 (stereo not drawn)	-1	1516	-7	0.2	-4	-0.31	.	0.4	6	79*	4
COC(=O)Nc1ncc(CN2C(=O)c3ccccc3C2=O)s1	2	1652	-7	-0.3	-2	.	2	0.2	2	-3	11
CSc1nc(C)c(CCOCc2ccc(F)cc2)c(=O)[nH]1	2	1584	-3	-0.6	-13	-0.35	-13	0.0	-4	-5	-9
CC(=O)Nc1ccc(S(=O)(=O)N(C)CC(=O)OCC(=O)c2cc(C)n(-c3ccc4c(c3)OCO4)c2C)cc1	-6	1550	-7	0.5	-1	-0.13	2	0.0	4	0	36
O=C(Cc1cccs1)N(Cc1cccs1)C1(C(=O)NC2CCCC2)CCCCC1	-8	1373	-2	0.3	-1	-1.5	.	0.3	0	26	-23
Cc1ccc(C(=O)CSc2nnc(-c3ccc4[nH]c(C)c(C)c4c3)o2)cc1C	1	1558	-2	-0.3	-5	0.11	.	5.4	-4	8	10
CC(=O)c1cccc(NC(=O)N2CCCC2C(=O)Nc2cccc(C)c2C)c1 (stereo not drawn)	8	1635	-11	0.1	-5	0.026	.	0.5	6	-4	-2
CCc1nn(CC(=O)NCCCN2CCCC2=O)c(=O)c2cc3sccc3n12	-3	1521	5	0.0	-8	.	-29	-0.9	-8	-3	1
CCOC(=O)Cc1ccc(NC(=O)c2ccc(C(C)(C)C)cc2)cc1	-6	1495	2	0.5	-3	-1.2	.	2.8	-6	3	14
O=S(Cc1ccc(Br)cc1)Cc1nnc(SCc2ccc(Br)cc2)n1-c1ccccc1 (stereo not drawn)	-3	1417	0	-0.4	-4	-0.84	-18	5.3	-3	5	8
Cc1c(/C=N\NC(=O)c2ccc(F)cc2)cnn1C	6	1637	0	-0.2	3	0.025	19	4.2	3	-11	2
COc1ccc(C/C(N)=N/OC(=O)Cc2ccccc2)cc1	-2	1634	2	2.2	3	.	.	0.4	0	-1	-2
CCn1c(O)c(N=N)c2ccccc21	4	1531	8	-0.2	-3	-0.36	-13	-0.7	-3	-6	-12
COC(=O)/C=C1/SC(=NC(=O)c2ccccc2)NC1=O	-4	1449	1	-0.2	-6	.	-18	-1.0	0	33	3
Cc1ccc(N2C(=O)C3N=NN(CC(=O)N4N=C(c5ccccc5)CC4c4ccccc4)C3C2=O)cc1 (stereo not drawn)	2	1811	0	-1.0	-5	0.28	-4	6.0	0	1	-12
CCCC(=O)Nc1ccc(S(=O)(=O)N2CCOCC2)cc1	-3	1652	8	-0.5	-5	0.28	.	0.5	9	-3	6
COc1ccc(NC(=O)c2cc(C)nc3ccccc23)cc1S(=O)(=O)Nc1ccccc1Cl	8	1830	0	0.2	4	0.58	11	5.2	3	1	-6
CCn1cc(CNC(=O)c2cccc([N+](=O)[O-])c2)c(C)n1	3	1506	-5	-0.3	-5	-0.42	-1	-3.0	1	-2	-6
COCCCN1C(=O)C(O)=C(C(=O)c2ccco2)C1c1cccc(Br)c1 (stereo not drawn)	11	1748	3	2.0	-1	.	-6	1.9	6	-3	9
Cc1ccc2nc(NCCO)nc(-c3ccccc3)c2c1	0	1430	4	-0.4	-5	.	2	3.4	5	11	-19
O=C(OCN1C(=O)c2ccccc2C1=O)c1ccc2c(=O)n3c(nc2c1)CCC3	-4	1595	4	2.5	.	.	5	.	3	-3	.
Cc1c(NC(=O)CCC2CCCCC2)cc(C(=O)N2CCOCC2)cc1[N+](=O)[O-]	5	1590	2	13	-6	-1.4	-8	0.3	8	-4	14
O=C1C(=O)N(CC2CCCO2)C(c2ccco2)/C1=C(/O)c1ccc(F)cc1 (stereo not drawn)	-1	1436	-6	-0.1	-6	0.22	-9	3.4	-1	-1	0
Cc1cccc(OCC(=O)N(Cc2cccs2)C2CCS(=O)(=O)C2)c1 (stereo not drawn)	2	1541	8	-3.9	-6	-1.3	6	2.4	10	0	6
CC(C)N=C1SC(CC(=O)Nc2ccccc2)C(=O)N1C(C)C (stereo not drawn)	2	1551	3	-0.2	2	0.44	17	1.4	1	-2	18
O=C(CCC1CCCN(C(=O)c2ccc3c(c2)OCO3)C1)NCc1ccc(F)c(F)c1 (stereo not drawn)	2	1829	-2	1.0	-6	-0.02	11	0.0	8	-5	-4

Some of the entries so far, field by field:
structure: Cc1ccc(N2C(=O)C3N=NN(CC(=O)N4N=C(c5ccccc5)CC4c4ccccc4)C3C2=O)cc1 (stereo not drawn)
- PPARg SRC1 recr: 2
- TR-FRET SRC-2 ct: 1811
- PPARg SRC3 recr: 0
- DTT redox prof: -1.0
- HMGR II inh: -5
- ROMK primary: 0.28
- S1P3 antagonist: -4
- RAM network inh: 6.0
- PPARg SRC-2 ag: 0
- Lmaj promast: 1
- bIAP inh: -12

structure: CCCC(=O)Nc1ccc(S(=O)(=O)N2CCOCC2)cc1
- PPARg SRC1 recr: -3
- TR-FRET SRC-2 ct: 1652
- PPARg SRC3 recr: 8
- DTT redox prof: -0.5
- HMGR II inh: -5
- ROMK primary: 0.28
- S1P3 antagonist: .
- RAM network inh: 0.5
- PPARg SRC-2 ag: 9
- Lmaj promast: -3
- bIAP inh: 6

Going on with the list:
Structure	PPARg SRC1 recr	TR-FRET SRC-2 ct	PPARg SRC3 recr	DTT redox prof	HMGR II inh	ROMK primary	S1P3 antagonist	RAM network inh	PPARg SRC-2 ag	Lmaj promast	bIAP inh
Nc1nnnn1CC(=O)OCc1cccc(Br)c1	-6	1453	-7	-0.8	-3	-0.43	.	0.0	-8	8	8
COc1ccc(C(=O)CSc2nnc(-c3ccoc3C)n2CC2CCCO2)cc1 (stereo not drawn)	5	1481	4	2.4	1	.	-3	2.3	0	-4	-1
CC1CCCCC1NC(=O)c1ccc(S(=O)(=O)NCc2ccco2)cc1 (stereo not drawn)	-1	1419	-11	0.8	-2	.	.	1.0	6	-2	-8
C=CCn1c(P(C)(=O)O)nc2ccccc21	-7&10	1530&1808	-1&3	0.0&0.1	1&3	0.029	-5&-21	0.6&-0.6	-6&7	-4&-3	8&-22
CC(C)CN1C2CCCC1CC(NC(=S)NCc1ccco1)C2 (stereo not drawn)	-5	1518	-2	-0.1	4	-0.55	-8	0.5	-5	34	18
CCCc1nnc(NC(=O)CCC(=O)NCc2ccccc2OC)s1	5	1620	17	0.8	-2	.	.	1.8	-4	-4	-1
CCc1ccc(CN(C)Cc2nc(-c3cccc(Cl)c3)no2)nc1	-9	1476	2	0.3	-1	0.4	-8	-0.1	-4	-4	-3
O=S(=O)(Nc1nc2ccccc2nc1Nc1ccc2c(c1)OCO2)c1ccccc1	2	1603	0	0.5	-8	.	-7	4.8	2	-1	.
CN(CC(=O)Nc1ccc(F)cc1)c1ccc(S(=O)(=O)N2CCCCC2)cc1[N+](=O)[O-]	8	1647	0	-0.5	-1	0.82	5	4.0	7	2	17
CC1CCN(C(=S)NC(=O)c2ccccc2)CC1	-2	1368	-8	0.5	-2	0.019	.	0.9	3	0	6
Cc1ccc2cccc(Oc3ccc([N+](=O)[O-])cc3[N+](=O)[O-])c2n1	1	1444	0	0.3	-3	.	7	2.7	2	-1	-37
c1ccc(-c2csc(-n3cccn3)n2)cc1	5	1736	0	-0.3	-5	1	0	0.0	2	-1	-8
O=C(Oc1ccnc2cc(Cl)ccc12)N1CCCCCC1	8	1620	1	-3.2	4	.	-37	-1.6	0	17	3
COc1cccc(C2NC(=O)c3ccccc3O2)c1OCc1ccccc1F (stereo not drawn)	6	1520	5	-0.3	0	0.025	1	7.9	2	84*	26
COCCCn1c(SCc2cc(=O)[nH]c3ccccc23)nnc1-c1ccco1	5	1671	5	-0.4	-9	-0.028	-21	1.1	0	-2	15
Cc1ccc2nc(NC(=O)c3ccc4ncsc4c3)sc2c1	-1	1517	0	-0.6	-6	.	.	4.0	3	-4	15
CC(C)S(=O)(=O)CC(=O)c1ccc(Cl)cc1	-2	1810	-1	-2.1	-5	-0.028	10	1.1	10	-9	-5
Cc1ccc(NC(=S)NC(=O)/C=C/c2ccco2)c(O)c1	10	1674	7	-0.2	-4	-0.056	-5	1.9	16	-16	-3
CCNC(=O)c1ccc(CSc2ccc(Cl)cc2)cc1	-2	1332	4	0.0	-7	-0.88	18	1.3	-2	-5	7
CC1CCN(CC(=O)N2c3ccccc3CCc3ccccc32)CC1	5	1619	6	1.7	3	-0.82	-5	2.4	7	11	-8
Cc1c(C(=O)NCc2ccc3c(c2)cc(C)n3C)cccc1[N+](=O)[O-]	-1	1744	2	0.3	-1	1	3	2.1	4	-4	-10
C/C(Cn1cnc([N+](=O)[O-])n1)=N\NC(=O)c1ccc(Br)cc1	2	1669	1	-0.4	0	-0.7	-7	2.1	6	-6	-13
Cn1c(=O)oc2cc(S(=O)(=O)NCc3ccccn3)ccc21	-1	1440	1	0.1	-4	.	-6	-0.8	-2	-4	-14
C=CCn1c(O)c(N=NC(=S)Nc2cccc(OC)c2)c2ccccc21	-1	1580	3	0.1	-3	0.47	-7	6.4	1	98*	9
O=C(O)c1ccc2c(c1)C(=O)N(c1cccc(C(=O)/C=C/c3ccccc3)c1)C2=O	-8	1339	1	-0.1	4	-1.9	-26	0.2	-1	-3	5
CC(=O)Nc1ccc2c(c1)ncn2C	2	1675	-1	-0.4	-4	0.66	.	-0.4	7	-5	9
CCOC(=O)N1CCC(N(CCN(C)C)C(=S)Nc2cc(C)cc(C)c2)CC1	-4	1543	-1	0.7	-1	.	5	0.2	-1	-3	17
O=S(=O)(c1ccccc1)N1N=C(c2ccccc2)CC1c1ccccc1 (stereo not drawn)	7	1635	0	-0.1	1	-1.5	0	4.2	8	15	10
CCc1ccc(-c2cc(C(=O)NN3CCOCC3)c3ccccc3n2)cc1	4	1552	4	2.6	6	0.18	.	2.6	-6	5	5
CCn1c(N2CCN(CC(=O)Nc3cccc(C)c3C)CC2)nc2ccccc21	-2	1337	9	1.8	2	.	6	-0.6	-5	-3	-5
O=c1c(/C=N/O)coc2ccc3ccccc3c12	-7	1512	-3	-0.6	-8	.	-50	23*	-4	-11	14
COc1ccc(CCNC(=O)CN(CCc2ccccc2)S(C)(=O)=O)cc1	10	1683	-2	-1.4	-2	2.2	9	0.1	7	1	7
Cc1ccc(COC(=O)CCc2nc3ccccc3c(=O)[nH]2)cc1	1	1626	5	-0.8	-6	0.5	1	-0.3	11	-6	15
